Source: PubChem (several laboratories)
CHT allo act – CHT positive allosteric modulators, primary screen, cell-based, membrane potential dye, choline EC20. AID 488977, 2010. CHT-expressing cells; hits give high values; LV-AA mutant CHT in HEK293 cells. High affinity choline transporter 1 (Homo sapiens), Q9GZV3. 0.49% of 310,000 active. B-score at 10 µM;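 active = initial fluorescence not abnormally high and integrated response B-score, plate-corrected, over 3 SD above library mean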
Target sequence (Q9GZV3 whole entry, looked up): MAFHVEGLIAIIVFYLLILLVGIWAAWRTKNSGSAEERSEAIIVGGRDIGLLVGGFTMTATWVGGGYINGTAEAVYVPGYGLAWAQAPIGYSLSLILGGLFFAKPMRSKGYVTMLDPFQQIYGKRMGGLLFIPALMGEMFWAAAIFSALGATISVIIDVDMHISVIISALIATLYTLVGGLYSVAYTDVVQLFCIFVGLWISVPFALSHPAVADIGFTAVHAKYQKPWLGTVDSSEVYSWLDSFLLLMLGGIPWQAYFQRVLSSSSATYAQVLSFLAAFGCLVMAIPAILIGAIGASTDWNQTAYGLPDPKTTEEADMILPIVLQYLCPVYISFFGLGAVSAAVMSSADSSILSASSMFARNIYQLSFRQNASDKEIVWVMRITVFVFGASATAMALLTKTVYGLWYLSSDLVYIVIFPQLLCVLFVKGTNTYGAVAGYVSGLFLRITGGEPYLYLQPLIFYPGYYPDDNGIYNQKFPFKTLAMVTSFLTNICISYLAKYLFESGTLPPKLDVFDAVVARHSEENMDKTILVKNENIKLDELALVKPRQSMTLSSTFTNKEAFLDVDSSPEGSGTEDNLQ
OX1R antag – OX1R (HCRTR1) antagonists, primary screen, fluorescence, CHO/OX1R cells, Fluo-8 calcium, orexin A. 0.43% of 330,000 active. inhibition, % at 5 µM. AID 434989, 2010. Fluo-8 calcium fluorescence. Orexin/Hypocretin receptor type 1 (Homo sapiens), O43613;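 active = inhibition above its plate's threshold, mean inhibition of all tested compounds on the plate plus 3 SD, cut at about 37% in these data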;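 also: 0% = orexin A challenge wells and 100% = SB-334867-A antagonist wells; not every result past the cut was called active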
Target sequence (O43613 whole entry, looked up): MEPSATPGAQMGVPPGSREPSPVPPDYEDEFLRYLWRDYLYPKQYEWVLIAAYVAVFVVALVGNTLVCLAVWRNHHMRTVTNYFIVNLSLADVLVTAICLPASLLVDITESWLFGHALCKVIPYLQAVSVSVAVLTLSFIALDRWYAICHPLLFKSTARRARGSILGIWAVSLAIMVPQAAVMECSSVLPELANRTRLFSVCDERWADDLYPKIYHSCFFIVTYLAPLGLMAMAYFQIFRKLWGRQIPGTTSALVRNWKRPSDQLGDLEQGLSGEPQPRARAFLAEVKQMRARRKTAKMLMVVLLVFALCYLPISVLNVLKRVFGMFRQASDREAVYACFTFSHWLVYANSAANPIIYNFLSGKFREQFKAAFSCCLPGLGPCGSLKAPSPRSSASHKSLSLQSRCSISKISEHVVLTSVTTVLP
Active calls of the source: *; i = inactive; . = no result given.

item	canonical_smiles	CHT allo act	OX1R antag
1	Cc1ccc(/C=C/C(=O)N2CCN(Cc3ccccc3)CC2)o1	i	-18
2	COc1ccc2nc(Nc3nc4cc5c(cc4s3)OCO5)sc2c1	i	-7
3	CC(c1ccco1)N(C(=O)c1cc(Cl)cc(Cl)c1)c1ccccn1 (centres undefined)	i	-29
4	CC(C)CCN1C(=O)C2(OCCCO2)c2cc(Cl)ccc21	i	-37
5	COC(=O)C1=C(C)N(CCCC(=O)O)C(=O)NC1c1cccc(Cl)c1Cl (centres undefined)	i	-18
6	COC(=O)c1c(NC(=O)CSc2nncs2)sc2c1CCCCC2	i	-22
7	c1ccc(C[C@H]2CNCCN2CC2(c3ccccc3)CC2)cc1	i	-16
8	O=C(Cn1cc(C(F)(F)F)ccc1=O)N/N=C/c1ccc(Cl)c(Cl)c1	i	-22
9	Cc1ccc2c(c1)c1c(n2CC(O)Cn2c(C)nc3ccccc32)C(=O)CCC1 (centres undefined)	i	-16
10	Cc1cccc(C(=O)OCC(=O)NNC(=O)c2cccs2)c1O	i	0
11	CCc1nnc(NC(=O)CS(=O)(=O)Cc2ccccc2)s1	i	3
12	CC(=O)c1ccc(N2CCN(C(=O)c3cc(-c4ccncc4)nc4ccc(Cl)cc34)CC2)cc1	i	-20
13	COc1ccc(NC(=O)NC(C)(C(F)(F)F)C(F)(F)F)cc1	i	-9
14	O=C(COc1ccc([N+](=O)[O-])cc1)Nc1ccc(C(=O)Nc2ccccc2C(=O)O)cc1	i	-13
15	O=C(O)c1ccc2c(=O)n3c(nc2c1)/C(=C/c1ccc(Cl)cc1Cl)CC3	i	-6
16	COc1ccc(CC(=O)Nc2nccs2)cc1S(=O)(=O)N1CCOCC1	.	5
17	Cc1cc(C(=O)NNC(=O)[C@H](C)NC(=O)c2ccc(Br)cc2)c(C)o1	.	-13
18	CN(C)c1ccc(N=Cc2nc(-c3ccccc3)oc2O)cc1	i	8
19	COC(=O)c1sccc1NC(=S)N1CCC(C)CC1	i	-20
20	CC(C)Oc1ccc(N2CC(C(=O)Nc3ccccn3)CC2=O)cc1 (centres undefined)	i	-20

Next part, starting with the last 4 of the part before.
item	canonical_smiles	CHT allo act	OX1R antag
17	Cc1cc(C(=O)NNC(=O)[C@H](C)NC(=O)c2ccc(Br)cc2)c(C)o1	.	-13
18	CN(C)c1ccc(N=Cc2nc(-c3ccccc3)oc2O)cc1	i	8
19	COC(=O)c1sccc1NC(=S)N1CCC(C)CC1	i	-20
20	CC(C)Oc1ccc(N2CC(C(=O)Nc3ccccn3)CC2=O)cc1 (centres undefined)	i	-20
21	CCNc1nc(OCCNS(=O)(=O)c2cc(C)ccc2C)nc(N(C)C)n1	i	-8
22	O=C(COC(=O)c1ccccc1OCc1ccccc1Cl)NC1CC1	i	-23
23	O=C(CO/N=C1\CCCc2nonc21)Nc1ccc(Br)cc1	i	-4
24	CCOc1ccccc1-c1nnc(CS(=O)(=O)c2ccccc2)o1	i	-2
25	CCOC(=O)CNC(=O)CSc1nnc(-c2ccccc2OC)n1CC	i	-10
26	COc1ccc(-c2nc(SCC(=O)N3CCCC3)n[nH]2)cc1	i	-9
27	O=C(NNC(=O)c1cccc(S(=O)(=O)Nc2ccc(Cl)cc2)c1)c1ccc(=O)[nH]c1	.	-12
28	NC[C@H](O)c1ccc(O)c(O)c1	i	10
29	CC(=O)c1cccc(NC(=O)N2CCCC2C(=O)NCc2ccc(F)cc2)c1 (centres undefined)	i	-7
30	C=CCC(O)(CC=C)CNC(=O)c1ccc(OC)c(OC2CCN(C(C)=O)CC2)c1	i	.
31	C/C(=N\NC(=S)Nc1cc(S(=O)(=O)N2CCOCC2)ccc1Cl)c1ccc(N2CCOCC2)cc1	i	-14
32	Cc1nn(CC(=O)Nc2ccc3c(c2)nc(CCN2CCCCC2)n3C)c(=O)c2ccccc12	i	-4
33	Cc1cc(C)c(CN2CCN(C(=O)Cn3ccc(NC(=O)OCc4ccccc4)nc3=O)CC2)c(C)c1	.	-3
34	Cc1ccc2nc3c(nc2c1C)C(O)=C3O	i	-23
35	COc1ccc(N2CCN(C(CNC(=O)C(C)C)c3ccc4c(c3)OCO4)CC2)cc1 (centres undefined)	i	-15
36	CCOC(=O)C1CCCN(S(=O)(=O)CCNC(=O)c2cccc(OC)c2)C1 (centres undefined)	i	-7
37	Oc1cccc(C=NCc2ccccc2)c1	i	3
38	Cc1cccc2c(N=Nc3ccc(S(=O)(=O)Nc4cccc(Cl)c4)cc3[N+](=O)[O-])c(O)[nH]c12	i	16
39	CCN(CC)S(=O)(=O)c1ccc(C)c(NC(=O)COC(=O)C=C(C)C)c1	i	-13
40	COc1cccc(/C=C2\CCC(C3CCCC3)C2=O)c1 (centres undefined)	i	-14

The list goes on, starting with the last 4 of the part before.
item	canonical_smiles	CHT allo act	OX1R antag
37	Oc1cccc(C=NCc2ccccc2)c1	i	3
38	Cc1cccc2c(N=Nc3ccc(S(=O)(=O)Nc4cccc(Cl)c4)cc3[N+](=O)[O-])c(O)[nH]c12	i	16
39	CCN(CC)S(=O)(=O)c1ccc(C)c(NC(=O)COC(=O)C=C(C)C)c1	i	-13
40	COc1cccc(/C=C2\CCC(C3CCCC3)C2=O)c1 (centres undefined)	i	-14
41	C=CCNc1nnc(Cc2ccc(F)cc2)c(=O)[nH]1	i	6
42	CN(CC(=O)N1CCc2ccccc21)S(=O)(=O)c1ccc(Br)s1	i	-11
43	CS(=O)(=O)N1c2ccccc2[C@@]2(Br)C[C@H]3C(=O)N[C@@H](Cc4ccccc4)C(=O)N3[C@@H]12	i	-23
44	C=CCNC(=O)c1cc(Cl)ccn1	i	-4
45	O=C(CSc1nnc(-c2ccncc2)n1-c1ccccc1)NC1CC1	i	-4
46	COc1cc(C2C(C#N)=C(N)Oc3cc(C)oc(=O)c32)cc2c1OCO2 (centres undefined)	i	-5
47	CC1Cc2nc(SCC(=O)N3CCN(c4ccccc4)CC3)n(CCc3ccccc3)c(=O)c2S1 (centres undefined)	i	-22
48	CCOc1ccc(OCCC(=O)N(CC)CC(=O)NCc2ccc(Cl)cc2)cc1	i	-29
49	CC(=O)Nc1ccc(S(=O)(=O)Nc2cc(-c3ccccc3)nn2C)cc1	i	-7
50	CN1CCN(C(=O)c2ccccc2NC(=O)c2ccccc2)CC1	i	.
51	CCCCc1ccc(NC(=O)CSCc2cc(=O)[nH][nH]2)cc1	i	2
52	COc1cc(/C=C/C(=O)OCC(=O)NCc2ccccc2OC)ccc1O	i	-13
53	CCOC(=O)Cc1csc(NC(=O)CSc2nc(=O)[nH]c3c2CCCC3)n1	i	-5
54	COc1ccc(C(=O)N2CC=C(c3ccccc3)CC2)cc1S(=O)(=O)N1CCOCC1	i	-23
55	CC1=CN2C(=N)/C(=C/c3ccc(Sc4ccc(C)cc4)o3)C(=O)N=C2S1	i	-29
56	CCc1cc2c(-c3ccccc3)cc(=O)oc2cc1OC(=O)c1cccs1	i	-6
57	O=C(Nc1cccc(NC(=O)c2ccco2)c1)c1ccc2c(c1)OCO2	i	-16
58	Cc1noc(C)c1C(=O)Nc1sc(C)c(-c2ccccc2)c1C#N	i	-10
59	O=C(CN1C(=O)NC2(CCCCCC2)C1=O)NCCc1ccccc1	.	-7
60	CCc1nnc(NS(=O)(=O)c2ccc(NC(=O)c3ccco3)cc2)s1	i	2
61	CCC(C)NS(=O)(=O)c1ccc(NC(=O)C2CCN(C(=O)c3ccco3)CC2)cc1 (centres undefined)	i	8
62	COc1cccc(C(=O)N/N=C/c2ccc(OC3CSC3)cc2)c1	i	0
63	COC(=O)C1(NC(=O)NC23CC4CC(CC(C4)C2)C3)CCCCC1	i	3
64	Cn1[nH]c(C(F)(F)F)c(C=NCc2ccc(Cl)cc2)c1=O	i	-9
65	CC1CCCN(c2ccc(C(=O)Nc3ccc4c(c3)OCO4)cc2[N+](=O)[O-])C1 (centres undefined)	i	6
66	CNc1nc(-c2ccc3c(c2)CCN3C(=O)c2ccccc2C)cs1	i	-35
67	C[C@H](NC(=O)c1ccco1)C(=O)NNC(=O)COc1cccc(C(F)(F)F)c1	.	7
68	O=C(Cc1n[nH]c(=O)c2ccccc12)N1CCN(c2ccc(F)cc2)CC1	i	-9
69	CCc1ccc2[nH]c(=O)c(C3C(C#N)=C(N)Oc4c3ccc3cccnc43)cc2c1 (centres undefined)	i	-22
70	CSCC[C@H](N)C(=O)N1CCC(C(=O)N[C@@H](Cc2c[nH]c3ccccc23)C(=O)O)CC1	i	-7
71	CCCCC(=O)Nc1cc(OC)c(NC(=O)C2CCCCC2)cc1OC	i	-36
72	CC12CCC(C(=O)Nc3c(Cl)cccc3Cl)(C(Br)C1=O)C2(C)C (centres undefined)	i	-9
73	O=C(NC1CCCCC1)C1c2ccccc2C(=O)N1Cc1ccc2c(c1)OCO2 (centres undefined)	i	-19
74	O=C(O)Cn1c(Cc2ccccc2)nc2ccccc21	i	-1
75	CCCc1nc2ccccc2c(C(=O)OCC(=O)Nc2c(C)n(C)n(-c3ccccc3)c2=O)c1CC	i	-27
76	CCCOc1cccc(C(=O)Nc2ccc(Br)cc2F)c1	i	-38
77	O=C(Nc1ccc(Cc2ccc(NC(=O)N3CCOCC3)cc2)cc1)N1CCOCC1	i	7
78	Cc1cc(CN(C)C(=O)CC2C(=O)NCCN2Cc2ccc(F)c(F)c2)on1 (centres undefined)	i	-13
79	O=C1ON=C(c2ccccc2)/C1=C/c1ccc(-c2ccccc2[N+](=O)[O-])o1	i	6
80	COc1ccc(NC(=O)Cn2nc(Cc3cccnc3)c3ccccc3c2=O)cc1OC	i	-30

Quoted from the listing:
no. 61 in OX1R antag: 8
no. 67 in OX1R antag: 7
no. 75 in OX1R antag: -27
no. 76 in OX1R antag: -38
no. 77 in OX1R antag: 7
no. 79 in OX1R antag: 6

Following part
item	canonical_smiles	CHT allo act	OX1R antag
81	O=C(CC1C(=O)NCCN1C(=O)Nc1ccc(F)cc1F)Nc1ccc(F)cc1 (centres undefined)	i	-9
82	CC(C)c1ccccc1NC(=S)N(C)C	i	-20
83	COc1ccc(CC(=O)n2nc(-c3ccc(Cl)cc3)nc2NCc2ccco2)cc1	i	-4
84	O=C(Nc1cccc(C(F)(F)F)c1)c1cccnc1NCCO	i	-16
85	O=C1CCC/C(=N/NC(=O)c2ccc(NS(=O)(=O)c3cccs3)cc2)C1	i	-2
86	CC(C)(C)NC(=O)CN(Cc1cccs1)C(=O)C1COc2ccccc2O1 (centres undefined)	i	-35
87	CCc1noc(C)c1C(=O)N1CCN(S(=O)(=O)c2cccc(C(F)(F)F)c2)CC1	.	-22
88	COCC(=O)N(Cc1nc2ccccc2c(=O)[nH]1)Cc1cccs1	i	-9
89	O=C(/C=C(\O)c1ccccc1)C(=O)NNC(=O)c1ccccc1	i	-10
90	Cc1nc(NC(=S)NC(=O)c2cncc(Br)c2)ccc1Br	i	-24
91	CCOc1ccc(C2C(C(=O)Nc3ccc(F)cc3)=C(C)Nc3nc(CCCO)nn32)cc1 (centres undefined)	i	-9
92	Cc1ccccc1-n1ncc(C(C)NS(=O)(=O)c2sccc2C)c1C (centres undefined)	i	-15
93	CSc1nsc(SCC(=O)Nc2ccc(Br)cn2)n1	i	-8
94	CCOc1ccc(S(=O)(=O)NC(C)(C)C)cc1-c1nc2c(C(C)(C)C)nn(C)c2c(=O)[nH]1	i	-7
95	O=C(Nc1ccccc1)c1ccccc1OS(=O)(=O)c1ccccc1	i	-18
96	Cc1ccc(C)c(CNS(=O)(=O)c2c(C(=O)N3CCCC3)c(C)n(C)c2C)c1	i	-31
97	Cc1ccccc1CCN(CC(=O)NCc1ccc(F)cc1)C(=O)c1csnn1	i	-2
98	Cc1ccc(CCC(=O)Nc2ccc(CC(=O)O)cc2)o1	i	-7
99	COCCC(=O)N1CCC(Oc2ccc(C(=O)N3CCCCCC3)cc2)CC1	i	-11
100	O=C(CSc1nc2ccccc2o1)N1CCN(c2ccc(Cl)cc2)CC1	i	-14
101	COc1ccc(C2/C(=C(/O)c3ccccc3)C(=O)C(=O)N2c2ncccn2)cc1OC (centres undefined)	i	-5
102	O=C(Nc1c(C(=O)N2CCOCC2)cnn1-c1ccccc1Cl)c1ccco1	i	-9
103	CS(=O)(=O)N1CCN(c2nnc(-c3ccccc3)c3ccccc23)CC1	i	-12
104	Cc1ccc(NC(=O)CSc2nnc(Cc3cccn3C)n2-c2ccc(F)cc2)cc1	i	-9
105	O=C(c1ccco1)N1N=C(c2cccs2)CC1c1ccco1 (centres undefined)	i	-16
106	O=C(COC(=O)/C=C/c1ccccc1Cl)NCCNC(=O)COC(=O)/C=C/c1ccccc1Cl	i	-17
107	O=C(/C=C/c1cccs1)N1CCN(Cc2ccc3c(c2)OCO3)CC1	i	-29
108	CC[C@H](C)C(N)c1cn([C@@H](CC(N)=O)C(=O)N2CCNCC2)nn1 (some centres undefined)	i	-7
109	CCN1CCCC1CNS(=O)(=O)c1cccc(C(F)(F)F)c1 (centres undefined)	i	-7
110	COc1ccc(N2C(=O)CC(NCc3ccncc3)C2=O)cc1 (centres undefined)	i	2
111	COC(=O)c1nnn(-c2nonc2N)c1CN1CCCC1	i	1
112	FC(F)(F)c1cnc(Sc2nc3nccc(-c4ccc(Cl)cc4)n3n2)c(Cl)c1	i	-19
113	Cc1cccc(C(=O)O/N=C2\CCCc3ccccc32)c1	i	-20
114	Cc1cccc(NC(=O)CSCC(=O)N2CCCc3ccccc32)c1	i	-26
115	Cc1cc(N2CCN(C3CCCCC3)CC2)nc2cccc(O)c12	i	-20
